Compound activity deposited in PubChem BioAssay by The Scripps Research Institute Molecular Screening Center.
ABHD4 inh: ABHD4 inhibitors, primary screen, biochemical, fluorescence polarization, mouse | actives 0.54% (n = 370,000) | inhibition, % at 8.92 µM | purified mABHD4, FP-Rh probe fluorescence polarization | AID 720543, 2013;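 active = inhibition exceeding the mean over every tested compound plus 3 SD, cut at about 30% in these data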;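 also: 0% = plate median of compound wells and 100% = S159A mutant with DMSO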
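Test system: mABHD4 protein | Buffer or medium: HEPES pH 7.0 buffer, 150 mM NaCl, 0.01% Pluronic F-127 | Probe or stimulus: FP-Rh fluorescent activity-based probe, added after compound pre-incubation | Timing: Pre-incubation 45 min, probe exposure 60 min, at 25 °C | Technique: Fluorescence polarization, excitation 525 nm, emission 598 nm, BODIPY TMR filters | Repeats: Single well per compound (singlicate)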
SIAE primary: human SIAE inhibitors, primary screen, biochemical, fluorescence polarization, FP-Rh probe, 1536-well HTS. SIAE FP-Rh probe binding. inhibition, % at 9.66 µM. actives 0.69% (n = 370,000). Sialate O-acetylesterase (Homo sapiens), Q9HAT2;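 active = inhibition above a cutoff: mean of compounds within the control limits plus 3 SD of those, cut at about 17% in these data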;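 also: 0% = plate median of compound wells and 100% = probe without SIAE protein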
Target sequence (Q9HAT2 whole entry, looked up): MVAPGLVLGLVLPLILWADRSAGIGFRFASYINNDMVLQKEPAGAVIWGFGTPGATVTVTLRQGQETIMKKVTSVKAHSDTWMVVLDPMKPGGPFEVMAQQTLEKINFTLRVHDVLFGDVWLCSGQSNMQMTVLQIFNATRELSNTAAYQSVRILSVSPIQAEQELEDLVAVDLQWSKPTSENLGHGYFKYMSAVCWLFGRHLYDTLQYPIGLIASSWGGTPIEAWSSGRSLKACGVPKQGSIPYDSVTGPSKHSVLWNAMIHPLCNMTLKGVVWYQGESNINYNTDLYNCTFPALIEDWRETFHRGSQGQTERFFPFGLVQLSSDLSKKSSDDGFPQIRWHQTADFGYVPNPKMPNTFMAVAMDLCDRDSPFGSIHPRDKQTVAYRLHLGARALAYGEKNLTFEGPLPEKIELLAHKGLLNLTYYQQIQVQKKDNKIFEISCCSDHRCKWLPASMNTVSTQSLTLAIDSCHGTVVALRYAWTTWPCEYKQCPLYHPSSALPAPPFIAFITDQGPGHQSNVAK
PG9 Ab binder: binders of HIV-1 gp120 antibody PG9, primary screen, biochemical, TR-FRET | inhibition, % at 6.7 µM | HIV-1 gp120 / PG9 antibody interaction | TR-FRET gp120-PG9 antibody binding | AID 624416, 2012 | actives 0.43% (n = 360,000); in the data active = inhibition above about 8.5%
UHRF1 binding: UHRF1 methylated DNA binding inhibitors, primary screen, counter-screen for MBD2 inhibitor project, biochemical, TR-FRET, human UHRF1, single concentration | E3 ubiquitin-protein ligase UHRF1 (Homo sapiens), Q96T88 | UHRF1 binding to methylated oligo | inhibition, % at 4.4 µM | actives 0.75% (n = 370,000) | AID 687016, 2013; in the data active = inhibition above about 21%;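 also: UHRF1 SRA domain binding a hemimethylated CpG hairpin DNA probe; 0% = median of test compound wells and 100% = reference inhibitor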
HTRA1 inhibitor: HTRA1 serine protease inhibitors, primary screen, biochemical, fluorescence polarization, HTS; Q92743; recombinant HTRA1, FP-rhodamine activity-based probe; inhibition, % at 5.96 µM; actives 0.5% (n = 340,000); in the data active = inhibition above about 36%;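 also: 0% = enzyme with DMSO and 100% = wells lacking enzyme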
Tn7 DDE FP: inhibitors of Tn7 peptide binding to fibrin DD(E), primary screen, biochemical, fluorescence polarization, human fibrin, Tn7 probe; AID 720508, 2013; actives 0.13% (n = 370,000); inhibition, % at 8.3 µM; Fibrinogen beta chain (Homo sapiens), P02675; FP displacement of FITC-Tn7 peptide from fibrin DD(E); 0% = median of compound wells per plate;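 active = inhibition above the mean of compounds falling within the control limits plus 3 SD of them, cut at about 14% in these data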;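 also: 0% = plate median of compound wells and 100% = 10 µM Aha-Tn7 peptide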
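Assay system: Human clot-derived fibrin DD(E) complex | Buffer or medium: Tris/NaCl/CaCl2 buffer, pH 7.8 | Repeats: One replicate per compound | Benchmarks: Aha-Tn7 high control | Measure: % inhibition scaled between sample-field median and high-control FP | Schedule: 10 min plus 3 h, room temperature | Signal: Fluorescence polarization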
PRMT1 FP inh: PRMT1 methyltransferase inhibitors, primary screen, biochemical, fluorescence polarization. recombinant PRMT1, activity-based probe fluorescence polarization. AID 652257, 2013. actives 1.3% (n = 370,000). inhibition, % at 2.79 µM;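 active = inhibition above about 21% made by adding two undisclosed values, limit read from the data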
Target sequence (Q99873 whole entry, looked up): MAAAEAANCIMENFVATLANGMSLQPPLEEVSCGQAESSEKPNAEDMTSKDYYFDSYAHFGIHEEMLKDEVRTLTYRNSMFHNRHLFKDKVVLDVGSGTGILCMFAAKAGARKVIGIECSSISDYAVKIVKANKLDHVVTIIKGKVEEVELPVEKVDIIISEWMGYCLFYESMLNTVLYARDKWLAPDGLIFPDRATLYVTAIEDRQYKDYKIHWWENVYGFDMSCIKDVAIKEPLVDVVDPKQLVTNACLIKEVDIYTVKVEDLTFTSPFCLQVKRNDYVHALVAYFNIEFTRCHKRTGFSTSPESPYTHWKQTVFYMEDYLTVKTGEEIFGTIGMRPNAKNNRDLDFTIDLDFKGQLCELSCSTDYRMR
TDP2 inh: human TDP2 enzyme inhibitors, primary screen, biochemical, epi absorbance, recombinant enzyme; Tyrosyl-DNA phosphodiesterase 2 (Homo sapiens), O95551; T5PNP hydrolysis, p-nitrophenol absorbance 415 nm; inhibition, % at 12.8 µM; actives 0.34% (n = 370,000); AID 720702, 2013;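 active = inhibition above the mean of all tested compounds plus 3 SD, set per campaign, cut at about 25% in these data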;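 also: 0% = DMSO with enzyme and 100% = buffer with substrate but no TDP2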
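Test system: Human TDP2 enzyme | Reagent: 5 mM T5PNP | Compound dosing: 12.8 µM single point, 1% DMSO | Incubation: Enzyme reaction with compound for 2 h at 37 °C | Technique: p-Nitrophenol epi absorbance | Read-out: % inhibition relative to enzyme-containing and enzyme-free wells | Benchmarks: High control without enzyme, low control DMSO plus TDP2 | Replicates: Singlicate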
LEDGF integ inh: blockers of LEDGF/p75-dependent integrase strand transfer – biochemical, TR-FRET, high throughput, primary screen; HIV-1 integrase (with human LEDGF/p75); TR-FRET IN-LEDGF/p75 DNA integration, Eu/Cy5; inhibition, % at 3.7 µM; actives 0.64% (n = 370,000); AID 743269, 2014;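 active = inhibition above the screen-wide mean plus 3 SD, cut at about 13% in these data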;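 also: signal is the Cy5 over europium emission ratio at 671 and 618 nm; 0% = plate median of compound wells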
TCR CD3 inh: inhibitors of human TCR-CD3 interaction, primary screen, biochemical, fluorescence, TAMRA-labeled TCR probe; T-cell receptor (TCR); inhibition, % at 9.4 µM; actives 0.37% (n = 360,000); in the data active = inhibition above about 19%;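 also: recombinant mutant TCR 2C K166C tagged with TAMRA read by polarization; 0% = receptor in buffer alone and 100% = receptor with positive control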
An asterisk follows results filed as active; nt = not tested or not shown.

#1 COc1cc2c3c(c1)C(C)CC(C)(C)N3C(=O)C2=O (stereo not given)
#2 O=C1c2ccccc2C(=O)N1Cc1ccco1
#3 CCOC(=O)c1cnc2cc(F)c(F)cc2c1N1CCOCC1
#4 O=C(c1cccnc1)N1N=C(C2CCCCC2)CC1(O)C(F)(F)F (stereo not given)
#5 Cc1ccc(Cl)cc1N1CCN(C(=O)CSc2ccsc2[N+](=O)[O-])CC1
#6 CCC(NC(=O)Nc1nnc(C(F)(F)F)s1)(C(F)(F)F)C(F)(F)F
#7 Cc1ccc(-c2nn(-c3ccccc3)cc2C(=O)NN2CCN(C)CC2)cc1
#8 CCC(=O)Nc1cccc(C2=NOC3(C2)C[C@@H](C(N)=O)N(C(=O)C2(C)CC2)C3)c1 (stereo not given in full)
#9 Cn1cc(Cc2ccc(C(=O)NCc3ccccc3)cn2)c2ccccc21
#10 O=C(CSc1cn(CCNC(=O)c2cccs2)c2ccccc12)NCc1ccccc1

assay / compound,1,2,3,4,5,6,7,8,9,10
ABHD4 inh,-4,5,0,5,-8,-12,8,3,3,-15
SIAE primary,-1,2,-1,3,4,3,-1,2,4,-3
PG9 Ab binder,-11,3.2,-3.4,0.3,-0.9,0.4,-0.9,0.3,-3.3,-1.3
UHRF1 binding,-11,-3,-1,-2,-3,-5,-2,-2,-1,0
HTRA1 inhibitor,5,-2,1,5,-9,-1,-5,0,nt,-1
Tn7 DDE FP,2,3,-2,-8,10,-10,0,-3,3,1
PRMT1 FP inh,7,-1,-1,1,3,1,4,-1,7,4
TDP2 inh,-14,-5,-12,2,-10,1,-6,6,4,-2
LEDGF integ inh,5,-2,2,0,-1,3,5,0,-2,-3
TCR CD3 inh,-8,7,-3,-4,2,5,-4,-1,-2,-8

3 structures already listed, ordered by molecular weight, smallest number first.
#2 O=C1c2ccccc2C(=O)N1Cc1ccco1
#9 Cn1cc(Cc2ccc(C(=O)NCc3ccccc3)cn2)c2ccccc21
#7 Cc1ccc(-c2nn(-c3ccccc3)cc2C(=O)NN2CCN(C)CC2)cc1

assay / compound,2,9,7
ABHD4 inh,5,3,8
SIAE primary,2,4,-1
PG9 Ab binder,3.2,-3.3,-0.9
UHRF1 binding,-3,-1,-2
HTRA1 inhibitor,-2,nt,-5
Tn7 DDE FP,3,3,0
PRMT1 FP inh,-1,7,4
TDP2 inh,-5,4,-6
LEDGF integ inh,-2,-2,5
TCR CD3 inh,7,-2,-4

Carrying on:
#11 C=CCSc1nnc2c(n1)OC(c1c(C)[nH]n(-c3ccccc3)c1=O)Nc1ccccc1-2 (stereo not given)
#12 Cc1ccccc1NC(=O)/C(C#N)=C\c1ccsc1
#13 CC(C)C(NC(=O)c1ccc(C(C)(C)C)cc1)C(=O)N1CCC(C(N)=O)CC1 (stereo not given)
#14 O=C(COC(=O)c1ccc2ncsc2c1)NCc1ccc(Cl)cc1
#15 O=C1CS/C(=C\[N+](=O)[O-])N1c1ccc(OC(F)(F)F)cc1
#16 Nc1nc(F)nc2c1ncn2[C@@H]1O[C@H](CO)[C@@H](O)[C@@H]1O
#17 O=C(NCc1ccc(F)cc1)Nc1nnc([C@H]2C[C@H](O)[C@@H](CO)O2)s1
#18 CC(C)[C@H](NC(=O)c1ccco1)C(=O)NCc1ccccc1
#19 CC1(C)CN(O)CCN1O
#20 CN(C)CC1CCCCC1OC(=O)c1ccc(Cl)cc1Cl (stereo not given)

assay / compound,11,12,13,14,15,16,17,18,19,20
ABHD4 inh,-15,-3,2,-6,-2,-2,-5,-4,0,6
SIAE primary,-13,-3,-3,9,6,-6,2,-3,-1,-4
PG9 Ab binder,-0.2,-0.2,-1.7,-1.1,-1.7,-0.8,0.5,-3.0,-2.8,-1.2
UHRF1 binding,-23,0,8,0,-7,4,-1,4,-4,5
HTRA1 inhibitor,-5,-4,4,0,15,4,nt,-4,0,6
Tn7 DDE FP,-2,7,-2,3,6,3,5,4,-6,-3
PRMT1 FP inh,11,1,-6,8,0,1,-1,-4,0,2
TDP2 inh,-5,-1,0,-1,-4,1,-6,-7,5,-4
LEDGF integ inh,-1,-2,0,1,2,0,-1,2,3,-3
TCR CD3 inh,-5,2,2,8,0,1,0,-3,6,-6

#21 Cc1cccc2sc(NC(=O)CN3C(=O)c4ccccc4C3=O)nc12
#22 Cc1ccc(C(=O)CC(=O)c2cccc(F)c2)c(O)c1
#23 CN(C)CCNC(=O)c1cccc(S(=O)(=O)Nc2ccccc2F)c1
#24 O=C(COC(=O)CNC(=O)c1ccc(Br)cc1)Nc1nnc(-c2ccccc2)o1
#25 CCC(C)[C@H](NC(=O)N1CCCCCC1)C(=O)OC (stereo not given in full)
#26 CC1=NN(c2cccc(F)c2)C(=O)/C1=C/c1ccc(N(C)C)cc1
#27 C=CC[C@]12C[C@@]3(O[C@H](c4ccccn4)N=C3C[C@H](c3ccc(OC)cc3)[C@H]1C)N(C1CCN(Cc3ccccc3)CC1)C2=O
#28 COc1ccccc1CN(C)C(=O)c1ccc(S(=O)(=O)Nc2c(C)n(C)n(-c3ccccc3)c2=O)cc1
#29 C/C(=N\c1nc2ccccc2n1C)c1cc(Cl)ccc1O
#30 CCN(CC)S(=O)(=O)c1ccc(C(=O)NCC(=O)NCCCc2ccccc2)cc1

assay / compound,21,22,23,24,25,26,27,28,29,30
ABHD4 inh,-16,-10,-11,3,3,-3,-1,-2,1,3
SIAE primary,-8,1,-1,-4,1,1,-1,7,-4,1
PG9 Ab binder,-1.5,-0.8,-0.6,-2.8,0.4,0.2,-0.5,1.0,-0.3,0.1
UHRF1 binding,7,-1,9,1,-1,-4,2,6,0,0
HTRA1 inhibitor,-1,-4,6,0,nt,2,nt,8,6,-6
Tn7 DDE FP,-2,-4,-6,-3,6,2,1,0,11,1
PRMT1 FP inh,20,3,8,-2,-2,0,-1,0,-3,-2
TDP2 inh,1,2,-10,9,-2,11,2,8,-2,6
LEDGF integ inh,-6,0,0,-1,-3,8,1,-2,-5,0
TCR CD3 inh,4,-8,-9,9,7,2,0,1,0,-8

#31 COc1cc(C(=O)OCC(=O)N2CC(C)OC(C)C2)cc(OC)c1OC (stereo not given)
#32 CC1CCN(S(=O)(=O)N2CCCC(C(=O)NCc3ccc(F)cc3)C2)CC1 (stereo not given)
#33 CCOC(=O)NCc1ccc(S(=O)(=O)Nc2ccc(C)cc2)cc1
#34 CCOc1ccc(NC(=O)CSc2ccc(-c3ccco3)nn2)cc1
#35 CCOc1ccccc1NC(=O)CSc1ccc2nnc(-c3cccnc3)n2n1
#36 COc1ccc(NC(=O)CSc2nnc(C)c(=O)n2N)cc1
#37 CC(C)Oc1ccc(C(CC(=O)O)c2ccc(F)cc2)cc1 (stereo not given)
#38 Cn1c(SCC(=O)NNC(=O)Nc2ccccc2)nnc1-c1ccccc1
#39 CC(=O)Nc1ccc(S(=O)(=O)NCCC(=O)Nc2cc(C)ccn2)cc1
#40 O=C(c1cccc([N+](=O)[O-])c1)N1CCN(c2ccc(N3CCOCC3)nn2)CC1

assay / compound,31,32,33,34,35,36,37,38,39,40
ABHD4 inh,-3,1,-9,-1,-3,0,6,-3,7,10
SIAE primary,11,7,-4,13,8,2,4,-4,0,-1
PG9 Ab binder,-1.7,-1.0,-0.7,2.2,-1.9,-1.1,-0.2,1.9,-0.5,0.5
UHRF1 binding,5,2,6,-1,-1,-1,-1,-2,-1,1
HTRA1 inhibitor,3,3,-12,-4,5,-2,2,5,3,4
Tn7 DDE FP,-8,-6,-9,7,-2,-8,-6,2,4,-4
PRMT1 FP inh,-6,1,-3,12,-2,7,0,1,0,1
TDP2 inh,12,-3,-19,5,9,0,17,6,5,0
LEDGF integ inh,3,-1,2,2,4,2,0,-2,-1,-3
TCR CD3 inh,1,-11,-9,7,1,1,4,4,2,-3

#41 CCN(CC)S(=O)(=O)c1cc(OC)c(Cl)cc1OC
#42 CC(=O)c1ccc(OCCCC(=O)NC2CCCc3ccccc32)cc1 (stereo not given)
#43 CC(C)(C)c1ccc(NC(=O)CON=C(N)c2ccccc2)cc1
#44 Cc1ccc(S(=O)(=O)Nc2cc3c4c(c2)C(C)C(=O)N4CCC3)cc1 (stereo not given)
#45 O=C(CSc1nc2c(c(=O)n1-c1ccccc1)SCC2)N1CCOCC1
#46 Cc1onc(-c2c(F)cccc2Cl)c1C(=O)N=C(N)N1CCCC1
#47 CCOc1ccc(C(=O)NC2CCN(S(=O)(=O)CC)CC2)cc1
#48 CN(C)S(=O)(=O)c1cccc(NC(=O)COc2ccccc2C(=O)NCc2ccccc2)c1
#49 Cc1ccc(CNC(=O)C2CC(c3ccccc3[N+](=O)[O-])=NO2)cc1 (stereo not given)

assay / compound,41,42,43,44,45,46,47,48,49
ABHD4 inh,-3,3,-10,5,3,-1,0,-16,-1
SIAE primary,-5,11,0,15,-2,-3,3,-15,12
PG9 Ab binder,0.4,-2.1,1.3,0.4,-3.8,-1.1,-1.9,-1.7,0.5
UHRF1 binding,-2,0,4,-1,-2,2,0,-4,-1
HTRA1 inhibitor,6,-1,-13,-3,6,-6,0,-39,2
Tn7 DDE FP,4,4,4,4,0,6,-3,-2,-2
PRMT1 FP inh,2,1,3,3,-1,3,-2,-1,-4
TDP2 inh,4,-2,-10,11,-1,2,-11,10,-7
LEDGF integ inh,-1,-1,-1,1,1,-1,-3,4,-1
TCR CD3 inh,0,0,-5,-3,-2,0,10,4,6

Filtered by structure, the compounds so far containing a tert-butyl group
#13 CC(C)C(NC(=O)c1ccc(C(C)(C)C)cc1)C(=O)N1CCC(C(N)=O)CC1 (stereo not given)
#43 CC(C)(C)c1ccc(NC(=O)CON=C(N)c2ccccc2)cc1

assay / compound,13,43
ABHD4 inh,2,-10
SIAE primary,-3,0
PG9 Ab binder,-1.7,1.3
UHRF1 binding,8,4
HTRA1 inhibitor,4,-13
Tn7 DDE FP,-2,4
PRMT1 FP inh,-6,3
TDP2 inh,0,-10
LEDGF integ inh,0,-1
TCR CD3 inh,2,-5
